Bioassay records as filed in PubChem BioAssay.
Large T inhibition = SV40 large T antigen inhibitors, biochemical (AID 1903); actives 0.39% (n = 310,000); SV40 large T antigen ATPase/helicase inhibition assay; higher % means a stronger effect; one-dose inhibition, % at 20 µM; IC50 in µM for titrated hits; in the data active = a potency from the dose series; inconclusive = inhibition mostly from about 32% at the one dose, without a potency; inactive = the rest, 99 in 100 with inhibition below about 32%; note: strong numbers were not always called active
Salmonella PhoP GFP = inhibitors of PhoP regulon expression, primary screen, Salmonella Typhimurium, GFP reporter (AID 1863) | S. Typhimurium PhoP-regulated promoter GFP reporter, 4 h; higher % means a stronger effect | inhibition, % at 50 µM; hits with a dose series show IC50 in µM | actives 0.16% (n = 300,000);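 active = inhibition over 29.93%, a cutoff 3 SD above the screen mean, later confirmed by dose response; inconclusive = inhibition over 29.93% but no dose response follow-up; inactive = inhibition at most 29.93% or unconfirmed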;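 note: 0% = low Mg2+ inducing control and 100% = high Mg2+ repressing control; strong numbers were not always called active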
MgcRacGAP inhibition = MgcRacGAP GTPase-activating activity inhibitors, confirmation, biochemical, ADP Hunter fluorescence; Rac GTPase-activating protein 1 (Homo sapiens); MgcRacGAP-stimulated Rac1 GTP hydrolysis, ADP Hunter fluorescence; higher % means a stronger effect; GST-tagged Rac1 F28L mutant substrate; one-dose inhibition, % at 30 µM; IC50 in µM for titrated hits; actives 0.6% (n = 340,000); AID 624330, 2012;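 active = first-screen hits whose inhibition reached a set limit at any dose in the follow-up dose series; inconclusive = inhibition above the set first-screen limit but never retested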;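 note: fluorescence reports GDP produced by GAP-driven GTP hydrolysis; strong numbers were not always called active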
TNAP activators = human TNAP enzyme activators, primary screen, biochemical, luminescent, no phosphate acceptor, uHTS (AID 1001) | Alkaline phosphatase, tissue-nonspecific isozyme (Homo sapiens) | purified TNAP, luminescent activation assay, no phosphate acceptor; higher activation fold means a stronger effect | activation fold at 20 µM; hits with a dose series show EC50 in µM | actives 0.03% (n = 200,000); in the data active = activation fold from about 3, or a potency from the dose series; inactive = the rest, 99 in 100 with activation fold below about 1.6; note: many of its hits are not listed in these tables
RSV CPE inhibition = RSV antiviral activity via CPE protection, HEp-2 cells, primary 10 µM value included (AID 2391). HEp-2 cells, RSV-induced CPE inhibition; higher % means a stronger effect. one-dose CPE inhibition, % at 10 µM; IC50 in µM for titrated hits. actives 0.13% (n = 310,000); in the data active = a potency from the dose series; inconclusive = CPE inhibition mostly from about 23% at the one dose, without a potency; inactive = the rest, 99 in 100 with CPE inhibition below about 21%; note: strong numbers were not always called active
T cell modulator = modulators of CD8 T cell-vesicle binding, primary screen, mouse 2C CD8+ T cells, flow cytometry | actives 0.068% (n = 330,000) | AID 2052, 2009 | calls only at 7 µM | 2C CD8+ T cell-vesicle binding; stronger effect = lower value;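 active = response, share of CD8 T cells binding vesicles, and their 90th percentile fluorescence all below set limits, cut at about 80% in these data, passing the limit was not always enough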
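Read-out – percent CD8+ FL2 mean versus row control · System – murine 2C transgenic CD8+ T lymphocytes · Times – 1.5 h cell–vesicle binding at 37 °C, then 20 min icy labelling · Control set – naked vesicles low, QL9 vesicles with vehicle high · Detection – cytometric PE anti-B7-1 and Alexa647 anti-CD8 signals after 1% paraformaldehyde fixation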
Myeloid diff 2 = induction of myeloid progenitor differentiation, primary screen, cell-based, flow cytometry, MLPCN library. ER-HoxA9 myeloid progenitors, lysozyme-GFP differentiation. calls only at 10 µM. actives 1% (n = 360,000). AID 624256, 2012;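 active = normalized GFP-positive differentiation at or above the plate's own cutoff, the solvent-only control mean plus 3 SD; inconclusive = no clear call, values can overlap the other calls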;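 note: cells exposed to compound for four days before flow analysis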
NTR1 agonist = agonists of NTR1, primary screen, imaging, U2OS cells, beta-arrestin-GFP, high content (AID 493036) | Neurotensin receptor type 1 (Homo sapiens), P30989 | NTR1-U2OS beta-arrestin-GFP spot imaging, agonist mode | activation, % at 20 µM | actives 0.17% (n = 330,000);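 active = activation at or above 40% of the spot to cytoplasm intensity ratio, with at least 20 cells analyzed; inconclusive = wells under 20 cells, flagged as cytotoxic or low count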;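 note: 0% = DMSO without peptide and 100% = 100 nM NTR1 peptide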
Target sequence (P30989 whole entry, looked up): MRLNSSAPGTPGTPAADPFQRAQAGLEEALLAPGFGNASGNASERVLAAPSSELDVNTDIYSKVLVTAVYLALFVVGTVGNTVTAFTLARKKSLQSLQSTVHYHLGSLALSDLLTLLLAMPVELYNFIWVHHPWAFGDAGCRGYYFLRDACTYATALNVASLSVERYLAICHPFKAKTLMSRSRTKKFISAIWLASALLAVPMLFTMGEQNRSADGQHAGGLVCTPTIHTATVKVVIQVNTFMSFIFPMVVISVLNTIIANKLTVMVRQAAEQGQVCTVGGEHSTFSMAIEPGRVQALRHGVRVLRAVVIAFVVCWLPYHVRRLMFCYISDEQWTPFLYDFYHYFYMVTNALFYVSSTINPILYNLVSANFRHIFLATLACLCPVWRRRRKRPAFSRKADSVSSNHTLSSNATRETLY
K1F lysis inhibition = inhibition of K1F phage lysis, E. coli UTI89, bacterial capsule biogenesis inhibitors, alamar blue (AID 488966). one-dose inhibition, % at 100 µM; IC50 in µM for titrated hits. E. coli UTI89 K1F phage lysis, alamar blue, 2 h; higher % means a stronger effect. actives 0.02% (n = 340,000);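 active = phage lysis inhibition, versus mean bacterial control, above a set limit; inconclusive = no clear call, values can overlap the other calls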;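 note: capsule biogenesis inhibitors block K1F phage lysis so surviving cells raise fluorescence; higher fluorescence means more inhibition of phage lysis; actives were called in the ten point dose series up to 300 µM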
T cell modulator vesicle-bound % = second read-out of T cell modulator, no call of its own (marks repeat the call); double positive events, %; measured here: CD8+ vesicle-bound cell fraction;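 binding gate set so that unloaded-vesicle control wells show 10% double positive cells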
NTR1 agonist cell count 20 µM = recorded beside NTR1 agonist, whose call it bears; cell count; measured here: cell count, cytotoxicity flag
Myeloid diff 2 GFP+ MAC1+ % = also measured in Myeloid diff 2; calls as there; GFP+ MAC1+ double positive, %; measured here: differentiation confirmed by MAC1 staining
Active calls of the source: *; i = inactive; ? = inconclusive; / = no result given; [ ] = another dose, or the depositor's remark.

structure,MgcRacGAP inhibition,NTR1 agonist,T cell modulator,RSV CPE inhibition,K1F lysis inhibition,Large T inhibition,Salmonella PhoP GFP,NTR1 agonist cell count 20 µM,Myeloid diff 2,TNAP activators,T cell modulator vesicle-bound %,Myeloid diff 2 GFP+ MAC1+ %
COc1ccc(NC(=O)C2CCCCC2)cc1S(=O)(=O)N1CCOCC1,1.0%,0.6,i,/,0.6%,/,/,57,i,/,30.3,1.1
COc1ccc(OC)c(C2C=C(C34CC5CC(CC(C5)C3)C4)NC(=S)N2)c1 (centres undefined),5.8%,2.3,i,16.0%,0.3%,21.7%,32.9%,90,?,0.9,52.9,/
CN(C)c1ccc(CN(C(=O)c2ccc(Cl)c([N+](=O)[O-])c2)C2CCS(=O)(=O)C2)cc1 (centres undefined),2.9%,6.5,i,-0.2%,0.0%,33.8%,-3.4%,43,i,/,26.9,0.4
CCC(=O)Nc1ccc(C(=O)NCCCn2ccnc2)cc1,4.5%,-0.5,i,-0.8%,0.3%,0.7%,4.7%,83,i,1,46.7,0.1
COc1ccc(-c2csc(Nc3ncccc3C)n2)cc1,9.7%,13.6,i,3.8%,0.9%,7.5%,4.6%,46,i,1.1,20.9,0.8
CCn1c(=S)[nH]c2scc(-c3cccs3)c2c1=O,19.0%,/,/,/,0.2%,33.0%,-4.3%,/,i,1.1,/,0.6
COc1ccccc1CC(=O)N1CCN(c2ccccn2)CC1,12.2%,-0.2,i,/,1.3%,-4.2%,29.1%,49,i,1,30.7,1.2
COc1cc(Cl)c(CNC[C@H]2O[C@@H](n3cnc4c(N)ncnc43)[C@H](O)[C@@H]2O)c(Cl)c1O,13.2%,-0.1,/,/,0.2%,/,/,71,i,/,/,0.2
CC(C)c1cc(-c2cc(C(=O)NCc3ccccc3)on2)nc(NCC2CC2)n1,0.9%,8.3,i,10.3%,-0.7%,7.2%,0.2%,43,i,/,42.9,1.8
CCOC(=O)Cn1cnc2c(nnn2-c2cccc(OC)c2)c1=O,4.6%,1.1,i,4.0%,0.2%,8.5%,-4.1%,78,i,/,63.2,0.1
COc1cccc(OCc2cc(C(=O)N3CCN(C4CCCCC4)C(=O)C3)no2)c1,10.0%,0.2,i,11.9%,-0.3%,0.8%,5.0%,59,i,/,7.9,0.6
O=C(N/N=C/c1cccc2ccccc12)C(=O)N1CCCC1,0.1%,1.2,i,0.9%,-0.6%,8.7%,-3.3%,56,?,/,30.4,/
Cc1ccc(-c2nn(-c3ccccc3)cc2/C=N/n2c(-c3cccs3)n[nH]c2=S)cc1,/,14.1,i,52.0%,/,13.3%,-3.1%,68,i,/,27.3,0.3
NC(=O)C1(N2CCCCC2)CCN(S(=O)(=O)c2ccccc2)CC1,9.6%,0.1,i,0.8%,2.5%[50 µM],22.9%,-6.6%,65,i,/,37.5,1.4
O=C(c1ccncc1)N1CCN(S(=O)(=O)c2cccc(C(F)(F)F)c2)CC1,-3.4%,1.3,i,0.2%,1.0%[50 µM],/,/,67,i,/,37.9,0.3
O=C(CCS(=O)(=O)c1ccc(F)cc1)Nc1nnc(-c2cccs2)o1,4.8%,-1.1,i,0.6%,-1.5%,11.1%,-10.1%,52,/,/,9.3,/
COc1ccc(CCNC(=O)C(=O)NCc2cccs2)cc1OC,2.2%,2.1,i,2.8%,0.3%,6.4%,-13.6%,48,i,1.1,25.7,0.4
CC(=O)Nc1ccc(NC(=O)CSc2nc(N)c(NC(=O)c3ccco3)c(=O)[nH]2)cc1,9.0%,0.8,i,0.6%,-0.1%,6.0%,-6.4%,56,i,/,6.4,1.6
COc1ccc(-c2cn(Cc3ccc(C(=O)c4ccccc4)cc3)nn2)cc1,/,-3.1,i,6.0%,/,16.5%,0.5%,55,/,/,20.2,/
COc1ccc(CNC(=O)CSc2ncnc3ccccc23)cc1OC,12.2%,0.6,i,-0.9%,-0.4%,6.2%,-13.2%,65,i,1.3,31.5,0.5

(list continues)
structure,MgcRacGAP inhibition,NTR1 agonist,T cell modulator,RSV CPE inhibition,K1F lysis inhibition,Large T inhibition,Salmonella PhoP GFP,NTR1 agonist cell count 20 µM,Myeloid diff 2,TNAP activators,T cell modulator vesicle-bound %,Myeloid diff 2 GFP+ MAC1+ %
COc1ccc(C(=O)C2CCCN(Cc3cccn3-c3nccs3)C2)cc1F (centres undefined),10.2%,-0.1,i,2.1%,0.2%,/,/,57,i,1,17.7,0.1
CC1CCN(C(=O)CN2C(=O)C(=O)N(C)C2=O)c2ccccc2S1 (centres undefined),7.6%,-0.2,i,2.0%,0.5%[50 µM],/,/,61,i,/,3.7,0.1
C/C(=C\C(=O)c1ccccc1)Nc1ccc2c(c1)OCO2,15.6%,0.5,i,1.4%,0.1%[50 µM],4.6%,-6.3%,94,i,1.1,35.5,0.8
O=C(CC1C(=O)NCCN1Cc1c(F)cccc1Cl)NCCCn1ccnc1 (centres undefined),4.2%,-0.4,i,0.2%,0.2%,2.9%,-6.2%,77,i,1.1,54.5,0.4
COc1ccc(C2NCCn3cccc32)cc1 (centres undefined),5.8%,-1.3,i,-0.8%,1.1%,13.2%,-2.5%,61,i,1.1,45.8,0.5
N#Cc1cccc(NC(=O)Cn2cnc(S(=O)(=O)N3CCOCC3)c2)c1,7.2%,-1.1,i,-0.2%,0.2%,17.2%,0.6%,58,i,/,39.4,4.3
CN(C[C@@H](CC1CCCCC1)N(C[C@H](Cc1ccccc1)N(CCc1ccccc1)N=O)N=O)N=O,7.9%,6.4,/,-0.1%,-4.3%,2.1%,-1.0%,96,i,1.1,/,1.6
Cc1cccc(N2CCN(C(=O)CN3C(=O)NC4(CCCCCC4)C3=O)CC2)c1C,6.0%,0.3,/,/,1.0%[50 µM],/,/,61,i,/,/,1.3
COc1cc(C(=O)N=c2sc3c(C)ccc(OC)c3n2C)cc(OC)c1OC,8.8%,18.6,i,0.9%,0.3%,6.5%,-8.3%,53,i,/,33.7,0.2
Cn1c(N)c(C#N)c(C#N)c1-c1ccccc1,11.0%,-1.3,i,?,0.3%,/,/,120,i,/,41.8,0.5
COc1cccc2cc(C(=O)N(Cc3ccccc3)CC3CCCO3)c(=O)oc12 (centres undefined),6.0%,-0.2,i,2.6%,0.1%,-74.3%,-12.6%,82,i,1,39.5,0.8
CCOC(=O)COc1ccccc1/C=N\NC(=O)c1cc2c(ccc3ccccc32)o1,9.9%,7.1,i,1.2%,0.3%[50 µM],2.1%,3.8%,61,i,/,11.9,0.7
Clc1ccccc1C1CC(c2ccccc2)=Nc2ccccc2N1 (centres undefined),12.0%,2.2,i,8.3%,0.5%,4.0%,-2.6%,57,i,/,16.7,0.2
O=C(O)C1Nc2c(cccc2C(F)(F)F)C2C=CCC12 (centres undefined),/,/,i,3.1%,-1.3%[50 µM],?,2.6%,/,/,/,29.1,/
COc1cccc(NC(=O)CCc2c(C)nn(-c3ccc(N4CCOCC4)nn3)c2C)c1,4.0%,-0.9,i,1.4%,-0.1%,0.8%,0.2%,49,i,/,2.4,1.1
O=C(N/N=C/c1ccc[nH]1)c1c[nH]c2ccccc12,4.5%,0.7,/,/,0.0%,/,/,79,i,/,/,1.2
CCCCCCCCCC(=O)OCC(O)CO (centres undefined),4.5%,-0.5,i,-1.2%,7.6%,4.6%,-3.0%,64,i,1.1,24.8,2.7
CCCC(C)C(=O)Nc1ccc(NC(C)=O)cc1 (centres undefined),11.9%,0.0,i,0.8%,0.3%,1.6%,3.6%,47,i,0.9,45.9,2.0
Cc1ccc(C)n1-c1ncc(Br)cn1,4.1%,-1.6,i,3.6%,0.4%,0.2%,-12.0%,24,i,1.1,1.2,0.4
COc1cc(Cl)c(C)cc1NC(=O)CCCN1C(=O)CCC1=O,14.4%,-0.4,i,0.8%,0.5%,10.7%,1.6%,67,i,1.1,7.4,7.6

(next part)
structure,MgcRacGAP inhibition,NTR1 agonist,T cell modulator,RSV CPE inhibition,K1F lysis inhibition,Large T inhibition,Salmonella PhoP GFP,NTR1 agonist cell count 20 µM,Myeloid diff 2,TNAP activators,T cell modulator vesicle-bound %,Myeloid diff 2 GFP+ MAC1+ %
CC(C)NCC1CCc2cc(CO)c([N+](=O)[O-])cc2N1 (centres undefined),-0.6%,0.7,i,-0.5%,-7.9%,5.7%,-5.9%,61,i,/,12.1,1.0
COc1ccc(C(=O)C[n+]2ccccc2C)cc1,-1.9%,1.2,i,2.0%,-0.6%,29.3%,-9.8%,62,i,1.1,49.2,0.7
Oc1ccccc1/C=N/Nc1nccnc1Cl,5.4%,1.0,i,3.6%,1.9%,0.0%,25.1%,84,?,1.2,30.4,/
O=c1[nH]nc(SCc2nnc(-c3cccc(Cl)c3)o2)n1C1CCCCC1,4.0%,2.4,i,1.5%,0.8%,-1.7%,0.0%,37,i,/,34.5,1.1
Cc1ccccc1C(=O)N1CCN(c2ccc([N+](=O)[O-])c(NCc3ccco3)c2)CC1,5.7%,-0.2,i,17.1%,0.0%,9.7%,-3.5%,90,i,0.8,39.2,0.5
